iPSC survival up: enhancers of single-cell hiPSC survival, primary screen, ATPlite luminescence. AID 602274, 2012. survival enhancement, % at 20 µM. 360,000 tested, 0.044% active. 100% = ROCK inhibitor wells, 0% = DMSO; in the data active means survival enhancement above about 18%;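 further: cells exposed to compounds for 16 hours before the ATP read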
CF NFkB block: inhibitors of PAF-induced NF-kB signaling, primary screen, cell-based, GFP fluorescence, uHTS; inhibition, % at 5 µM; 360,000 tested, 0.86% active; KKLEB NF-kB-GFP reporter, GFP fluorescence overnight; AID 588850, 2011;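 active means at least 50% inhibition at 5 µM, scaled per plate between neutral and stimulator controls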;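 further: PAF is a Pseudomonas aeruginosa culture filtrate used as stimulus; plate controls were PAF-stimulated DMSO wells for no effect and unstimulated DMSO wells for full effect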
NR2E3 ag-1: inhibitors of NR2E3-RetCOR corepressor binding, primary screen, NR2E3 agonist project, biochemical, TR-FRET, GST-NR2E3, biotin-RetCOR; inhibition of corepressor binding, % at 4.78 µM; 1536-well; Photoreceptor-specific nuclear receptor (Homo sapiens), Q9Y5X4; AID 2300, 2010; 320,000 tested, 0.12% active;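 active means percent inhibition above the cutoff of mean plus 3 SD of all tested compounds, set per screening campaign, cut at about 20% in these data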;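 further: 0% = DMSO wells and 100% = biotin wells as full block of FRET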
Target sequence (Q9Y5X4 whole entry, looked up): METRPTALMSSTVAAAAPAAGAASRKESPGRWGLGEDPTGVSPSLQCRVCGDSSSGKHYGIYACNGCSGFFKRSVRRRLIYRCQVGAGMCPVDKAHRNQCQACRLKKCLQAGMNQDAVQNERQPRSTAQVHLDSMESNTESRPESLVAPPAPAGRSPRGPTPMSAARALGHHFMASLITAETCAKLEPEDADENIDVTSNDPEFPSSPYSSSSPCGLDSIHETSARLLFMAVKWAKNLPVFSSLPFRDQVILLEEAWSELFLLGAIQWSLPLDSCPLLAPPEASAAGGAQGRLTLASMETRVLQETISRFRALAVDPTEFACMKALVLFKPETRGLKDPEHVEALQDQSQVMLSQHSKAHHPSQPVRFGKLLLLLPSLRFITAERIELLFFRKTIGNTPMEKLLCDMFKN
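Material: NR2E3–RetCOR corepressor complex / Amount: 1.35 nM GST-NR2E3 / Medium: Tris pH 7.5 / Compound: single nominal compound dose of 4.8 µM / Incubation: 5 h at 4 °C / Technique: TR-FRET, Eu(K)-anti-GST donor, streptavidin-D2 acceptor, ex 340, em 617/671 nm / Read-out basis: percent loss of FRET ratio relative to control wells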
NR2E3 ag-2: NR2E3 agonists in two-hybrid cells, primary screen, cell-based, luminescence, CHO-S, Gal4-NCOR/VP16-NR2E3; 360,000 tested, 0.35% active; Photoreceptor-specific nuclear receptor (Homo sapiens), Q9Y5X4; AID 602229, 2012; inhibition of corepressor binding, % at 3.98 µM; luciferase;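 active means inhibition above the mean of all tested compounds plus 3 SD, cut at about 70% in these data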;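 further: 0% = DMSO with NR2E3 transfected cells and 100% = cells lacking NR2E3 construct; higher means lower luciferase signal from less NR2E3 corepressor binding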
LMP1 NFkB inh: EBV LMP1-driven NF-kappaB luciferase reporter inhibitors, primary screen, cell-based, luminescence, single point | LMP1-induced NF-kappaB luciferase reporter cells | inhibition, % at 12.5 µM | 350,000 tested, 0.69% active | AID 504558, 2011; in the data active means inhibition above about 41%;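 further: 0% = neutral control wells and 100% = reference inhibitor control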
MITF TRPM1 inh: inhibitors of MITF-dependent TRPM1 promoter reporter, primary screen, cell-based, SK-MEL-5, single point, luciferase | SK-MEL-5 TRPM1 promoter luciferase, 24 h | AID 488899, 2010 | inhibition, % at 12.5 µM | 330,000 tested, 0.83% active;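 active means mean inhibition across replicates of 60% or more, whatever share of single replicates reaches that level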; further: values of inactives mirror those of a sister screen read the other way
TRAIL sens C8: viability loss with TRAIL in NB7+C8 cells, primary screen, TRAIL sensitizer project, cell-based, ATPlite luminescence; inhibition (viability loss, TRAIL sensitization), % at 10 µM; 360,000 tested, 1% active; AID 624354, 2012;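 active means compounds causing at least 50% loss of cell viability in the single-dose screen, relative to plate controls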
HIF-2a inh: HIF-2a reporter inhibitors, primary screen, luminescence, 786-0 RCC cells; 786-0 RCC cells HIF-2a reporter, luciferase luminescence, overnight; inhibition, % at 18.8 µM; 360,000 tested, 0.72% active;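 active means inhibition of the luminescence signal of 40% or more relative to plate controls, in a single-dose primary screen at 18.75 µM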
Peg3 prom inh: Peg3 promoter-driven luciferase inhibitors, primary screen, cell-based, HeLa, luciferase luminescence; AID 588405, 2011; 360,000 tested, 1.7% active; HeLa PEG-Prom luciferase reporter, overnight; inhibition, % at 20 µM;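 active means inhibition of at least 50% at 20 µM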
KKLEB tox: cytotoxicity in KKLEB CF airway cells, primary screen, cytotoxicity control for CF NF-kB inhibitor project, cell-based, uHTS, fluorescence assay plates. KKLEB CF airway cells viability, ATPlite luminescence, overnight; stronger effect = lower value; cells stimulated with P. aeruginosa culture filtrate. activity change (cytotoxicity), % at 5 µM. 360,000 tested, 0.36% active;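 active means corrected activity change at or below -50% at 5 µM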
Shn3 3UTR inh: reduction of Shn3 3'UTR firefly luciferase signal, primary screen, Schnurri-3 inhibitor project, cell-based, Clone20 osteoblasts, set 2; Clone20 osteoblast Shn3 3'UTR firefly luciferase, 24 h; inhibition, % at 12.5 µM; 360,000 tested, 0.52% active;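 active means mean inhibition of at least 75% with every replicate also reaching 75%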;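 further: 0% = median of neutral control wells and 100% = pilot-screen positive control compound; some compounds past the cut are filed as inactive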
Starred values were filed as active, the others as inactive; / = no result given.

Sequence of screens – iPSC survival up	CF NFkB block	NR2E3 ag-1	NR2E3 ag-2	LMP1 NFkB inh	MITF TRPM1 inh	TRAIL sens C8	HIF-2a inh	Peg3 prom inh	KKLEB tox	Shn3 3UTR inh
- COCC1CCCN(C(=O)c2ccc(OC3CCN(Cc4ccccn4)CC3)cc2)C1 (centres undefined)
  -0.2	13	4	-36	0	3	-3	16	1	-10	-15
- CN1C(=O)C(O)(CC(=O)c2cccs2)c2ccccc21 (centres undefined)
  1.3	0	5	-25	-5	8	0	25	7	-13	-15
- OC1CCCN(c2c3c(nc4cc(-c5cccc(F)c5)nn24)CCCC3)C1 (centres undefined)
  -0.2	13	4	-77	-4	-86	8	-235	-207	-34	-79
- CC(C)(C)NC(=O)C(c1ccc(O)cc1)N(C(=O)Cn1nnc(-c2ccc(F)cc2)n1)c1ccccc1F (centres undefined)
  -1.8	2	0	-4	2	9	-2	26	12	-6	13
- Cc1csc2ncc(C(=O)Nc3cccc(C(F)(F)F)c3)c(=O)n12
  1.8	-14	5	-26	-7	-27	-4	-132	-159	-14	-31
- O=c1ccc2cc(S(=O)(=O)N3CCN(c4ccc(Cl)cc4)CC3)ccc2o1
  1.2	-8	5	-17	0	13	-1	10	7	18	18
- O=C(CN1C(=O)NC2(CCCC2)C1=O)OCc1cc(=O)n2cc(Br)ccc2n1
  0.5	16	-7	-7	-11	3	-1	8	4	5	-13
- Cc1ccc(NC2CCCN(C(=O)CSc3ccncc3)C2)cc1C (centres undefined)
  0.1	12	/	6	2	-6	-16	10	20	-5	13
- CCCCn1c(N)c(N(CCOC)C(=O)c2oc3ccc(Br)cc3c2C)c(=O)[nH]c1=O
  0.3	15	/	10	-4	3	-1	6	-6	0	12
- CC(C)Oc1ccc(CN2CCC(n3nccc3NC(=O)C3CC3)CC2)cc1
  -0.4	10	3	-8	-8	5	-19	-2	10	2	10
- Cc1ccc(C(=O)N2CCN(S(=O)(=O)c3ccccc3[N+](=O)[O-])CC2)o1
  -0.7	-7	-1	7	-3	3	14	9	9	0	-2
- CCC1(CC)NC(=O)N(CC(=O)N2CCN(S(=O)(=O)c3cccc(F)c3)CC2)C1=O
  -0.5	20	2	-7	-4	4	-8	4	16	-12	17
- CC(=O)NCc1ccc(C(=O)CN2C(=O)NC3(CCCCC3C)C2=O)s1 (centres undefined)
  0.7	9	/	9	2	0	9	3	6	5	-2
- C=CCSc1[nH]c(=O)cc(C)c1C(N)=O
  -3.2	-8	0	-9	-3	2	-3	19	-1	3	-1
- O=C(OCC(=O)c1ccc(Cl)s1)c1cncc(Br)c1
  0.9	15	/	-9	0	-7	-13	6	-10	-2	-25
- COc1ccc(N(C)C(=O)c2ccc3nc(-c4ccccc4)c(-c4ccccc4)nc3c2)cc1
  2.4	10	1	13	10	9	-3	22	30	-8	19
- CCCCNC(=O)CSc1nnc(NC(C)=O)s1
  0.5	11	-2	-14	-1	-4	-9	16	1	-8	-6
- Cc1cccc(C)c1NC(=O)CNC(=O)c1ccc(N2CCOCC2)c([N+](=O)[O-])c1
  0.7	16	/	-3	-1	/	12	-2	11	4	-6
- COc1cccc(CN(C)C(=O)c2ccc(S(=O)(=O)Nc3cccc(C)c3C)cc2)c1OC
  -2.8	2	/	36	2	/	-10	15	16	6	33
- COc1cc(Cl)ccc1OCc1cc(C(=O)N[C@H]2CCCCNC2=O)no1
  -0.5	2	2	-59	-12	-74	14	-182	-231	3	-68
- CCC1CCCCN1C(=O)CCCOc1ccccc1 (centres undefined)
  -0.6	8	3	-9	-23	-48	8	-103	-130	-6	-8
- Cc1cccc(CS(=O)(=O)c2nnc([C@H](Cc3ccccc3)NC(=O)OC(C)(C)C)o2)c1
  -0.4	69*	1	-24	-28	75*	15	8	106*	-22	97*
- Cc1nc(N2CCN(S(=O)(=O)c3ccc(F)cc3)CC2)c2c(-c3cccs3)csc2n1
  0.9	17	3	-18	-8	-8	-3	16	33	10	10
- O=C(O)CCc1nc2cc(C(F)(F)F)ccc2n(Cc2ccccc2)c1=O
  0.2	-4	1	-21	2	-7	0	9	-36	3	-8
- COc1cccc(C(=O)Nc2ccccc2)c1
  -0.3	-2	0	-42	-27	-40	21	-221	-179	0	-96
- CCNc1nc(NCC)nc(NS(=O)(=O)c2ccc(N)cc2)n1
  0.6	-2	0	-2	9	-9	0	17	10	-9	-18
- COCCn1c(SCc2nc3scc(-c4ccc(Cl)cc4)c3c(=O)[nH]2)nnc1-c1cccc(C)c1
  1.9	-4	-1	18	7	31	11	16	36	0	19
- C=CCn1cnc2c(sc3nc(C)cc(C)c32)c1=O
  0.0	-2	0	-12	-13	-33	-1	-146	-89	9	-12
- CCN1CCCC1CN(Cc1cc2ccc(C)cc2[nH]c1=O)C(=S)Nc1ccccc1C(=O)OC (centres undefined)
  0.1	-11	-1	-23	-5	-1	-5	-94	-48	0	31
- Cc1ccc(S(=O)(=O)N2CCN(C(=O)COC(=O)c3oc4ccccc4c3C)CC2)cc1
  -0.5	11	0	4	-7	8	1	9	9	-17	22

Some of the entries so far, with bars between the fields:
canonical_smiles | iPSC survival up | CF NFkB block | NR2E3 ag-1 | NR2E3 ag-2 | LMP1 NFkB inh | MITF TRPM1 inh | TRAIL sens C8 | HIF-2a inh | Peg3 prom inh | KKLEB tox | Shn3 3UTR inh
COCC1CCCN(C(=O)c2ccc(OC3CCN(Cc4ccccn4)CC3)cc2)C1 (centres undefined) | -0.2 | 13 | 4 | -36 | 0 | 3 | -3 | 16 | 1 | -10 | -15
CN1C(=O)C(O)(CC(=O)c2cccs2)c2ccccc21 (centres undefined) | 1.3 | 0 | 5 | -25 | -5 | 8 | 0 | 25 | 7 | -13 | -15
OC1CCCN(c2c3c(nc4cc(-c5cccc(F)c5)nn24)CCCC3)C1 (centres undefined) | -0.2 | 13 | 4 | -77 | -4 | -86 | 8 | -235 | -207 | -34 | -79
CC(C)(C)NC(=O)C(c1ccc(O)cc1)N(C(=O)Cn1nnc(-c2ccc(F)cc2)n1)c1ccccc1F (centres undefined) | -1.8 | 2 | 0 | -4 | 2 | 9 | -2 | 26 | 12 | -6 | 13
Cc1csc2ncc(C(=O)Nc3cccc(C(F)(F)F)c3)c(=O)n12 | 1.8 | -14 | 5 | -26 | -7 | -27 | -4 | -132 | -159 | -14 | -31
O=c1ccc2cc(S(=O)(=O)N3CCN(c4ccc(Cl)cc4)CC3)ccc2o1 | 1.2 | -8 | 5 | -17 | 0 | 13 | -1 | 10 | 7 | 18 | 18
O=C(CN1C(=O)NC2(CCCC2)C1=O)OCc1cc(=O)n2cc(Br)ccc2n1 | 0.5 | 16 | -7 | -7 | -11 | 3 | -1 | 8 | 4 | 5 | -13
Cc1ccc(NC2CCCN(C(=O)CSc3ccncc3)C2)cc1C (centres undefined) | 0.1 | 12 | / | 6 | 2 | -6 | -16 | 10 | 20 | -5 | 13
CCCCn1c(N)c(N(CCOC)C(=O)c2oc3ccc(Br)cc3c2C)c(=O)[nH]c1=O | 0.3 | 15 | / | 10 | -4 | 3 | -1 | 6 | -6 | 0 | 12

The results go on:
Sequence of screens – iPSC survival up	CF NFkB block	NR2E3 ag-1	NR2E3 ag-2	LMP1 NFkB inh	MITF TRPM1 inh	TRAIL sens C8	HIF-2a inh	Peg3 prom inh	KKLEB tox	Shn3 3UTR inh
- CC(C)(C)c1ccc(S(=O)(=O)N2CCN(Cc3cc4c(cc3O)OCO4)CC2)cc1
  1.7	13	-1	-28	-3	-1	-6	21	14	-4	-9
- O=C1[C@H]2[C@@H](c3ccc(F)cc3)N3C(=O)N(c4cccc(F)c4)C(=O)[C@@]3(Cc3ccc(Cl)cc3)[C@H]2C(=O)N1C1CCCCC1
  10	-6	3	10	10	10	5	3	4	10	8
- COc1cc2c(cc1OC)CN(C(=O)COc1ccccc1[N+](=O)[O-])CC2
  -0.4	6	3	1	-2	11	-8	15	14	-2	28
- CCOC(=O)c1ccc(NC(=O)CSc2nnnn2C2CCCCC2)cc1
  -1.3	-8	-4	-25	-4	8	-8	10	12	6	13
- CCSC1=N/C(=C\c2ccccc2)C(=O)N1
  -2.1	-4	-1	0	-7	-7	-2	-13	-18	4	5
- Cc1ccc(S(=O)(=O)N(C)CC(=O)N2CCCc3ccccc32)cc1
  -0.7	4	0	2	5	4	1	4	6	-8	5
- CCN(CC)Cc1c(O)ccc2c([N+](=O)[O-])c(C)n(-c3ccc(OC)cc3)c12
  -2.7	82*	2	-42	37	0	14	25	12	-23	7
- COc1ccc(OC)c(S(=O)(=O)Nc2c(C)n(C)n(-c3ccccc3)c2=O)c1
  -0.2	-3	3	-8	11	15	-39	14	17	8	1
- COc1ccc(NC(C)=O)cc1S(=O)(=O)NCCc1ccccn1
  -1.8	-5	4	-9	1	-10	3	-2	-1	8	10
- Cc1ccc(-c2cnc(-c3ccccc3C(=O)O)o2)cc1
  0.2	6	-1	-87	-11	-12	6	-86	-85	-2	-45
- Cc1cc(C)cc(N(C(=O)c2csnn2)C(C(=O)NC2CCCCC2)c2ccncc2)c1 (centres undefined)
  1.5	-8	0	-7	-4	10	2	8	21	4	-3
- NC(=S)N=Nc1c(O)n(CCCl)c2ccccc12
  -0.7	17	4	2	11	9	-3	10	18	-8	-17
- O=C(N/N=C/c1ccsc1)c1cc2ccccc2o1
  -0.4	-18	0	-30	-10	-6	7	-90	-60	-3	-13
- O=C(N/N=C/c1ccccc1Cl)C1CC1
  -0.3	1	4	-12	3	8	-10	-18	-22	-9	-8
- COCCNC(=O)NC(=O)COC(=O)C1(c2ccc(Cl)cc2)CC1
  3.8	-5	0	-5	-5	3	2	17	9	-4	4
- CN1CCN(C(=O)C2CCN(S(=O)(=O)c3ccc(F)cc3)CC2)CC1
  -0.4	-3	3	-17	2	12	10	14	4	-6	17
- FC(F)(F)c1ccccc1Cc1c(-c2ccc(Cl)cc2)nc2ccc(Br)cn12
  -0.4	39	/	-13	/	/	9	-196	-65	-31	-11
- C=CCn1c(=O)c(C(=O)NCc2ccccc2Cl)c(O)c2ccccc21
  0.2	7	2	-8	20	-6	43	11	14	-11	12
- COC(=O)CNc1c(-c2ccccc2)nc2ccc(Br)cn12
  -2.9	-12	2	-101	9	-40	41	-112	-126	-7	-117

An excerpt (hit frequency here may not be typical).
